Bioassay records from PubChem.
DAX1 inh-1: inhibitors of human orphan nuclear receptor DAX1 (NR0B1); P51843; HEK293 Gal4-DAX1 luciferase reporter, luminescence; inhibition, % at 6.75 µM; hit rate 0.99% among 340,000; AID 504766;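 active = inhibition above the mean over all tested compounds plus 3 SD, cut at about 4.2% in these data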;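 note: 0% = DAX1-transfected cells with DMSO and 100% = empty-vector control cells with DMSO; inhibition shows as a rise in luminescence from relieved DAX1 repression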
Target sequence (P51843 207-470 limits assumed): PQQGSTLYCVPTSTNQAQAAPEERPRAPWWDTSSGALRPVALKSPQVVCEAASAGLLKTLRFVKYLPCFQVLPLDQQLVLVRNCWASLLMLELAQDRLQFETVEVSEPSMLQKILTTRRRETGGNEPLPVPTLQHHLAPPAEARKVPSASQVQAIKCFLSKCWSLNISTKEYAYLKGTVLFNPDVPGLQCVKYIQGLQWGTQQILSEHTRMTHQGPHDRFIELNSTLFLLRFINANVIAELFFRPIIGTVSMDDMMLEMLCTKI
FXN GAA850 act: activators of GAA850 frataxin (FXN) promoter | HEK293 lucGAA850 FXN promoter luciferase reporter, 24 h; percent of 10 µM SAHA response | activation, % at 6 µM | hit rate 0.56% among 360,000;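 active = activation above the average of all compounds screened plus 3 SD, cutoff fixed separately per campaign, cut at about 7.5% in these data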;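 note: 0% = DMSO wells and 100% = 10 µM SAHA wells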
hgDAF12 agonist: hgDAF-12 agonism, primary luciferase screen; HEK293 GAL4-hgDAF12 UAS-luciferase reporter, agonist luminescence; normalized to butyrate control; activation, % at 6.8 µM; hit rate 1.8% among 370,000; AID 687014;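 active = activation above a cutoff set at the mean of all screened compounds plus 3 SD, cut at about 10% in these data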;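 note: 0% = DMSO wells and 100% = sodium butyrate wells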
DAX1 inh-2: inhibitors of DAX1 repression of SF-1 activated StAR promoter | HEK293T StAR-luciferase reporter, SF-1/DAX-1 repression relief | inhibition, % at 6.8 µM | hit rate 1.1% among 370,000 | AID 652010;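 active = inhibition above the mean over all tested compounds plus 3 SD, cut at about 3.6% in these data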;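 note: 0% = DAX-1 cells with DMSO and 100% = cells lacking DAX-1 with DMSO; higher inhibition means more luminescence from relief of DAX-1 repression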
HGIII-sPLA2 inh: Inhibits HGIII-sPLA2 liposome hydrolysis, primary screen. inhibition, % at 12.2 µM. Q9NZ20. hit rate 0.56% among 370,000. QFRET BODIPY PC-A2 liposome hydrolysis, fluorescence. AID 743126;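 active = inhibition above mean plus 3 SD of compounds lying within the high and low control bounds, cut at about 19% in these data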;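 note: 0% = median of test compound wells and 100% = no enzyme DMSO wells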
Target sequence (Q9NZ20 whole entry, looked up): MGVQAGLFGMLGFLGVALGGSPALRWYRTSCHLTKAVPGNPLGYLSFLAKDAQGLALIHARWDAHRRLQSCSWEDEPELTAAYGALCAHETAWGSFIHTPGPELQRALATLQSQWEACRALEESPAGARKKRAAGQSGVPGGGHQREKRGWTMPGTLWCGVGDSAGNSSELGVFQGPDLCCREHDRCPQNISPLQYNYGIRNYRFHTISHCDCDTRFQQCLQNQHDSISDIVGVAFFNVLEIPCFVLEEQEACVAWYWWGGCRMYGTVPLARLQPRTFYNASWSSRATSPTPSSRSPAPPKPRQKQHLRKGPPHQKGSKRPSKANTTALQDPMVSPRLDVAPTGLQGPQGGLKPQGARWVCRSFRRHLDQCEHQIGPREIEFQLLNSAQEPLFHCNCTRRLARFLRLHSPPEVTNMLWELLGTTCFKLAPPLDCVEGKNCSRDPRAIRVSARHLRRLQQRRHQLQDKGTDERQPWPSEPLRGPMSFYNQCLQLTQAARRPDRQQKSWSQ
SMARCA2 activ: SMARCA2 function activation, primary screen. AID 652017. hit rate 1% among 370,000. MG213 cells, MMTV-luciferase reporter, dexamethasone, overnight. activation, % at 9.1 µM; in the data active = activation above about 7.8%;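 note: 0% = vehicle wells and 100% = reference activator wells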
NPR2 activator: GC-B (human) receptor activation; HEK293-GC-B cells, CNP EC30, cGMP TR-FRET; 0% at EC30 CNP, 100% saturating CNP; activation, % at 10 µM; hit rate 0.11% among 370,000; AID 1920062;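 active = activation at 10 µM reaching about 35% in either raw or pattern-adjusted values, limit read from the data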
GC-A act: GC-A (human) enzyme activation; activation, % at 10 µM; HEK293 GC-A cells, cGMP TR-FRET, EC30 ANP; 0% at EC30 ANP, 100% saturating ANP; AID 1671463; hit rate 0.14% among 370,000; in the data active = activation above about 40%
hcDAF12 agonist: activates DAF-12 receptor from parasite H. contortus | HEK293 hcDAF-12 lit1-tk-luc reporter, luminescence; 0% DMSO, 100% Δ7-dafachronic acid | activation, % at 6.8 µM | hit rate 1.4% among 370,000 | AID 652067;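 active = activation above the mean of all tested compounds plus 3 SD, cut at about 5.5% in these data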;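 note: 100% = response to 3 µM Δ7-dafachronic acid high control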
ssDAF-12 act: activates DAF-12 receptor from parasite S. stercoralis; activation, % at 6.8 µM; AID 652126; hit rate 1% among 370,000; HEK293 ssDAF-12/GRIP1 lit1-tk-luc reporter, luminescence; % of 3 µM dafachronic acid response;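 active = activation above the mean over all tested compounds plus 3 SD, cut at about 0.9% in these data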;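 note: 0% = DMSO-only wells and 100% = 3 µM delta7-dafachronic acid wells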
KLK7 zymogen act: activates the human kallikrein-7 zymogen; hit rate 0.9% among 370,000; purified proKLK7, EDANS-DABCYL substrate fluorescence; 100% is mature enzyme control, 0% vehicle; AID 652039; activation, % at 7 µM; P49862;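 active = activation above the mean of all tested compounds plus 3 SD, computed per campaign excluding outliers beyond control limits, cut at about 13% in these data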
Target sequence (P49862 whole entry, looked up): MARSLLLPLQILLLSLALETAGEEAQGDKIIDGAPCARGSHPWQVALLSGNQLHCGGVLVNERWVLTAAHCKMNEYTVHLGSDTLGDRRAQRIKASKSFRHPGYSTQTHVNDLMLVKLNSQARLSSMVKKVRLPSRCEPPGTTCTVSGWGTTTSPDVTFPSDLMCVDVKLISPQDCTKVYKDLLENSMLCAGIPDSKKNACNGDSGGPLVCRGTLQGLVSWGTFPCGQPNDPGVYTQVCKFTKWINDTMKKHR
* hit, by the source's call; · = not tested or not shown.

The first 2 records (preview)
SMILES | DAX1 inh-1 | FXN GAA850 act | hgDAF12 agonist | DAX1 inh-2 | HGIII-sPLA2 inh | SMARCA2 activ | NPR2 activator | GC-A act | hcDAF12 agonist | ssDAF-12 act | KLK7 zymogen act
CCN1C[C@@H]2[C@@H]3C(=O)N(Cc4ccccc4)C(=O)[C@@H]3[C@](Cc3ccccc3)(C(=O)OC)N2C1=NC1CCCCC1 | 0.7 | 0.8 | -0.5 | 1.3 | -8 | 0 | -16 | -20 | -0.6 | -0.8 | 1.0
COc1cccc(NC(=O)CSc2nnc(-c3cc(-c4ccccn4)nc4ccccc34)o2)c1 | -1.3 | -0.6 | 0.6 | 0.1 | 3 | -1 | -2 | -2 | 1.5 | -0.6 | 0.1

Main list, previewed entries included:
SMILES | DAX1 inh-1 | FXN GAA850 act | hgDAF12 agonist | DAX1 inh-2 | HGIII-sPLA2 inh | SMARCA2 activ | NPR2 activator | GC-A act | hcDAF12 agonist | ssDAF-12 act | KLK7 zymogen act
CCN1C[C@@H]2[C@@H]3C(=O)N(Cc4ccccc4)C(=O)[C@@H]3[C@](Cc3ccccc3)(C(=O)OC)N2C1=NC1CCCCC1 | 0.7 | 0.8 | -0.5 | 1.3 | -8 | 0 | -16 | -20 | -0.6 | -0.8 | 1.0
COc1cccc(NC(=O)CSc2nnc(-c3cc(-c4ccccn4)nc4ccccc34)o2)c1 | -1.3 | -0.6 | 0.6 | 0.1 | 3 | -1 | -2 | -2 | 1.5 | -0.6 | 0.1
CCNS(=O)(=O)c1cc(S(C)(=O)=O)ccc1Cl | -0.4 | 2.2 | -2.2 | 0.4 | 0 | -1 | 5 | -1 | -0.3 | -1.1 | 0.7
Cc1nn(C(=O)CNC(=O)c2ccccc2)c(C)c1C | 0.6 | -0.9 | -0.8 | 1.6 | 8 | -3 | 1 | 1 | -1.0 | -1.2 | -0.1
Cc1cc(C)cc(C(=O)NCC(=O)N2CCN(C(c3ccccc3)c3ccccc3)CC2)c1 | 0.5 | 1.7 | -1.1 | -0.2 | -11 | -3 | 4 | 0 | -2.9 | -0.8 | 0.0
CCC(=O)Nc1nc(CC(=O)Nc2ccccc2)cs1 | -1.1 | -1.9 | 0.5 | 0.3 | 0 | -1 | -2 | -1 | -0.6 | -1.5 | -0.2
Cc1cccc(C(=O)NC2CCN(C(=O)Nc3ccc(F)cc3)CC2)c1 | 0.6 | -1.7 | -1.5 | -0.1 | -1 | -3 | -8 | 0 | -0.6 | -1.3 | -0.2
Cc1c(C(=O)N2CCC2)oc2c(F)cccc12 | 1.7 | 0.8 | -3.8 | 0.0 | 4 | -2 | -5 | -3 | -0.5 | -1.0 | -0.2
COc1ccccc1/C=C1\SC(=S)N(N2C(=O)CCCC2=O)C1=O | 1.1 | 2.5 | 0.3 | -0.4 | -13 | 6 | 2 | 2 | -0.7 | -1.4 | 0.7
Cc1ccc(-c2cc(-c3ccccc3O)nc(N/N=C/c3cccnc3)n2)cc1 | 2.5 | -0.2 | 1.9 | 0.5 | -3 | 1 | 0 | 2 | 0.3 | 0.0 | -1.4
Cc1cccc(NC(=O)c2cnn3ccccc23)c1C | 2.0 | 2.9 | 5.6 | 0.0 | 3 | 1 | 1 | 4 | 0.9 | -1.8 | -0.6
Cc1onc(-c2c(F)cccc2Cl)c1C(=O)OCC(=O)NC1CC1 | 1.1 | 0.4 | -4.4 | -0.1 | -4 | -2 | 1 | -2 | -0.2 | -1.6 | 0.2
C=CCN=C1CCCc2c1[nH]c1ccc(C)cc21 | 0.7 | 3.7 | 4.2 | 0.8 | -7 | 0 | 14 | 8 | 1.3 | -0.2 | 5.9
CS(=O)(=O)Nc1ccc(C(=O)NC2CCCC2)cc1 | 1.1 | -0.7 | -2.0 | 0.6 | 2 | 0 | 6 | 0 | 0.3 | -1.3 | 0.1
Clc1ccc2c(NCc3cccs3)ncnc2c1 | -0.8 | 1.2 | -4.2 | -1.0 | -5 | -5 | 3 | 0 | -1.4 | -0.8 | -0.6
CCCOc1ccc(-c2cnc(SCC(N)=O)nc2N)cc1 | -0.6 | 0.6 | -2.8 | 0.6 | 13 | -1 | -2 | 3 | 1.9 | -1.2 | 0.8
O=C1CC(c2ccccc2F)C2=C(COC2=O)N1 (stereo not given) | · | 0.1 | 0.9 | -0.1 | 0 | -1 | 5 | -3 | -0.2 | -1.1 | -0.4
COc1ccc(CNC(=O)[C@H](C)NC(=O)C2CC(=O)N(c3ccc(OC)cc3)C2)cc1 (stereo not given in full) | 0.3 | -1.0 | 2.5 | 0.2 | 3 | -2 | 5 | 4 | 1.8 | -0.9 | -0.3
CCc1ccc(-c2nn(Cc3ccccc3)cc2/C=C/C(=O)O)cc1 | -0.3 | 0.5 | -1.3 | 0.1 | -18 | -2 | -6 | -2 | -1.7 | -0.8 | -0.2
Cc1nccn1CCC(=O)NC1CC(C)(C)Cc2c1cnn2-c1ccccc1 (stereo not given) | -0.1 | -1.2 | 0.3 | 1.1 | 6 | -5 | 3 | 3 | 0.4 | -0.9 | -0.1
O=C(NCC1CCCO1)c1ccc2c(c1)OCO2 (stereo not given) | 1.0 | 1.7 | 0.1 | 0.5 | 0 | 0 | -1 | 1 | 2.5 | -1.4 | -0.3
CCOC(=O)[C@]12CCCCC/C=C\1N(CCc1ccc(Cl)cc1)C(=O)[C@H]2CC(=O)NCCC(C)C | · | · | -1.9 | -0.7 | -6 | -1 | 0 | -1 | -2.7 | -0.7 | 0.2
COc1ccc(Cc2c(-c3cccc(Cl)c3)nc3cc(C)c(Br)c(C)n23)c(C)c1 | · | · | 4.4 | -0.1 | 4 | -2 | 3 | 4 | 6.9* | 2.0* | 0.5
Cc1nn(Cc2ccc(C(=O)O)o2)c(C)c1[N+](=O)[O-] | -0.9 | -0.3 | 1.6 | 0.3 | 0 | 3 | -4 | 0 | 1.1 | -1.0 | -0.3
CCC1CCCCN1C(=O)Cn1c(C(=O)OC)cc2ccsc21 (stereo not given) | -0.9 | 0.6 | 0.3 | -0.6 | 0 | -1 | 2 | 0 | -0.8 | -1.3 | 0.5
Nc1cc(N)nc(SCC(=O)Nc2ccccc2)n1 | 1.5 | -0.7 | -1.5 | -0.7 | 0 | 3 | 4 | -2 | -3.6 | -1.0 | 0.2
O=C(NCC1CCCN(Cc2ccccc2F)C1)c1cccc(C(F)(F)F)c1 (stereo not given) | -0.2 | 1.1 | 2.2 | 0.0 | -2 | -3 | 4 | -4 | 1.6 | -1.1 | 0.2
Cc1nn(Cc2ccc([N+](=O)[O-])cc2)c(=O)n1-c1c(F)cccc1F | 2.1 | 1.4 | -2.3 | 0.1 | 6 | -5 | 0 | 4 | -1.1 | -1.7 | -0.2
Cc1ncc(CO)c(C=O)c1O | · | · | -0.4 | -0.5 | 4 | 2 | 7 | -1 | -2.2 | -1.4 | -1.6
CCN(CC)CCCOC(=O)C1(c2ccccc2)CCCC1 | 0.7 | 0.2 | 1.6 | -0.1 | -6 | 0 | 2 | -3 | -0.2 | -0.9 | 0.2
COc1ccc(-c2csc(NC(=O)c3cccc(N4C(=O)CCC4=O)c3)n2)cc1OC | 0.0 | -0.7 | 2.9 | -1.4 | -3 | -5 | 1 | -2 | -2.9 | -1.0 | 0.9
Cc1ccc(-c2cc3cccc[n+]3cc2-c2ccc(C)cc2)cc1 | -4.8 | -10 | -9.6 | -3.0 | 2 | -9 | -5 | 3 | -5.0 | -3.0 | 5.7
Cc1c(Cl)cccc1NC(=S)NCc1cccn1C | -0.1 | 1.9 | -2.2 | -0.3 | 13 | 1 | 1 | -4 | -1.9 | -1.3 | 0.5
O=C(c1cc(F)ccc1F)C1CCCN(C(=O)c2ccco2)C1 (stereo not given) | -1.6 | 2.1 | 3.7 | 0.1 | 6 | 1 | 3 | 1 | -0.8 | -1.9 | 0.5
C=CCn1cc(CN2CCC(C(=O)Nc3cccc(-c4cccc(F)c4)c3)CC2)c(C)n1 | 1.0 | 0.7 | -2.0 | 0.5 | -31 | -2 | -3 | -10 | -0.8 | -1.3 | -0.7
O=C(Cn1ncc2c(=O)oc3ccccc3c21)NCc1cccnc1 | -0.1 | 1.1 | -0.9 | 0.2 | 5 | 1 | 2 | 5 | -0.8 | -1.9 | -0.5
Cn1nnc(NC(=S)NC(=O)c2cccc3c(Br)cccc23)n1 | 0.1 | 1.3 | 1.0 | 0.6 | 10 | -3 | 0 | 1 | -1.4 | -0.9 | 0.5
O=C(NC1CC2CCCC(C1)N2C(=O)NC1CCCCC1)c1ccccc1 (stereo not given) | -0.2 | -1.4 | -1.4 | 0.5 | 1 | 1 | -1 | 3 | -0.4 | -1.0 | -0.6
COC(=O)CC/C(C)=N\Nc1ccc([N+](=O)[O-])cc1[N+](=O)[O-] | -1.1 | -1.3 | -1.6 | -0.8 | -2 | -1 | -5 | 1 | 0.1 | -1.6 | 0.1
CC1(C)CC(=O)C2=C(C1)N(Cc1ccco1)C(=O)C2(O)C(F)(F)F (stereo not given) | 1.6 | -2.2 | -0.2 | -1.0 | -3 | 8 | -2 | 5 | -0.8 | -1.2 | -0.4
O=C(Nc1ccc(S(=O)(=O)NC2=NCCCCC2)cc1)c1cccs1 | 0.6 | 0.5 | -2.2 | 0.0 | -1 | -3 | -6 | -2 | 0.8 | -0.3 | 0.1
O=c1ccn(Cc2ccccc2)cc1 | 2.2 | 0.2 | 0.1 | 0.1 | 5 | -1 | -1 | -1 | 0.2 | -1.3 | 0.8
CCOC(=O)[C@]12CCCC=C1N(Cc1cccc3ccccc13)C(=O)[C@H](CC(=O)NCCCN1CCCC1=O)C2 | · | · | 2.5 | -1.3 | 3 | -4 | 4 | 1 | -0.5 | -0.8 | 0.4
Cc1ccc(NC(=O)CCS(=O)(=O)c2ccc(Br)cc2)nc1 | -0.7 | 1.9 | -0.1 | -0.4 | -3 | -1 | -1 | 0 | 4.8 | -0.5 | -0.5
Cc1nc2c(oc3ccc(Cl)cc32)c(=O)[nH]1 | -0.8 | 1.0 | 2.0 | 0.7 | 3 | -1 | -4 | 0 | -0.2 | -0.5 | 0.6
C=CCNc1nnc(SC2CC(=O)N(c3ccc(OC)cc3)C2=O)s1 (stereo not given) | 1.1 | 4.6 | -1.0 | -1.6 | 9 | 1 | 7 | -3 | -1.5 | -1.6 | 0.1
Cc1ccc(-c2nc3ncccc3o2)cc1NC(=O)Cc1ccc(Cl)cc1 | 1.1 | -1.3 | 0.2 | -0.3 | 6 | 7 | 1 | -4 | -1.4 | -0.9 | -0.3
CSCCC(NC(=O)COc1ccccc1)C(=O)OC(C)C(=O)Nc1ccccc1C (stereo not given) | 1.2 | 1.0 | 2.4 | 0.4 | 0 | 0 | -3 | -2 | -1.7 | -0.6 | -0.2
CCOC(=O)C1Oc2ccccc2C(c2ccc(F)cc2)=C1C(=O)OC (stereo not given) | 0.7 | 2.1 | -0.6 | 2.2 | 7 | -3 | -12 | -9 | 1.5 | -0.7 | 0.3
CCOc1ccc(S(=O)(=O)NCC2CCCO2)cc1 (stereo not given) | 0.3 | -0.2 | -0.1 | 0.1 | 8 | -2 | 2 | 3 | -0.8 | -2.3 | -0.4
O=c1nc2n(CCO)c3ccccc3cc-2c(=O)[nH]1 | 0.8 | -0.3 | -0.1 | -0.4 | 6 | 1 | 1 | 5 | -0.3 | -0.7 | 18*

Random draw from the library; any-hit rate near 6.7%.
